# From PubChem
# mcGAS inh: inhibitors of mouse cGAS; Q8C6L5; recombinant cGAS, Kinase-Glo ATP depletion luminescence; inhibition, % at 12.5 µM; hit rate 0.15% among 160,000; AID 1259399;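 also: 0% = negative control wells and 100% = reference inhibitor with no enzyme activity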
# hcGAS lum: inhibitors of human cGAS; recombinant h-cGAS, ATP depletion, Kinase-Glo luminescence; inhibition, % at 12.5 µM; hit rate 0.081% among 290,000; AID 1259398;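 also: 0% = vehicle reaction and 100% = reaction without DNA for no activity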
# Target sequence (Q8N884 whole entry, looked up): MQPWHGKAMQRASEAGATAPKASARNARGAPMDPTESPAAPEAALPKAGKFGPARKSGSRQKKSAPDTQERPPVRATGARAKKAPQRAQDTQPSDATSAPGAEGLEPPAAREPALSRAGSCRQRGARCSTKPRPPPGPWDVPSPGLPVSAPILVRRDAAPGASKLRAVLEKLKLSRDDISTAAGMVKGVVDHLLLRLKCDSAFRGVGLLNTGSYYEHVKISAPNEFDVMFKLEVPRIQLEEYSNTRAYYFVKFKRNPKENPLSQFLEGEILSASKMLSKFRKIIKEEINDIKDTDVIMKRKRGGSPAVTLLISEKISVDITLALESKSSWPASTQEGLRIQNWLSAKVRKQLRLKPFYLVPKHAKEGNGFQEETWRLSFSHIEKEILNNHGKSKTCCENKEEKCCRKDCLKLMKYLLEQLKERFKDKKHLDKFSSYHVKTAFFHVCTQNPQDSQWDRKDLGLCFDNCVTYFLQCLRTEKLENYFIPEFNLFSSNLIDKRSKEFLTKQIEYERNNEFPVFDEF
# NPYLR7 agonist: mosquito NPYLR7 agonism; activation, % at 10 µM; hit rate 0.15% among 270,000; AID 1259423; HEK293T NPYLR7/Galpha15, GCaMP6s calcium fluorescence; in the data active = activation above about 40%;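 also: 0% = vehicle and 100% = reference agonist at the receptor; some compounds past the cut are filed as inactive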
# Numbers without * were called inactive; . = no result given; & = joins results of further samples. Rule as the data show it, unless noted: active = inhibition above about 40%; inactive = the rest.
# Values run as follows: mcGAS inh	hcGAS lum	NPYLR7 agonist
CN(CCN1C(=O)NC(C)(C)C1=O)c1ccc(Oc2ccccc2)cc1
→ .	1	-2
CCc1nc2n(n1)C(=O)C(C(c1ccc(Cl)cc1)N1CCC(O)CC1)S2 (stereo not given)
→ 1	0	-5
COc1ccc(-c2noc(CN3CCCC(c4ccc(Cl)cc4)C3)n2)c(OC)c1OC (stereo not given)
→ -12	-8	6
CCNC(=O)c1ccc(Nc2c(Oc3ccc(Cl)cc3)cnn(-c3ccc(OC)cc3)c2=O)cc1
→ -6	-6	10
COc1cccc(C2C(C(=O)c3cccs3)=C(O)C(=O)N2CCCN2CCOCC2)c1OC (stereo not given)
→ .	-4	-2
CCCC1(c2ccccc2)NC(=O)N(CC(=O)N2CCOCC2)C1=O (stereo not given)
→ .	1	1
CNc1cc(C)nc(N2C[C@@H](C)[C@](O)(C3CC3)C2)n1
→ -1	7	.
Cc1n[nH]c(C)c1Sc1ccccc1-n1cnnc1
→ .	-4	15
CCCn1ccnc1CN1CCCC2(C1)C(=O)N(C)c1ccccc12 (stereo not given)
→ -16	-5	0
CCCC1=NS(=O)(=O)c2cc(NC(=O)C(C)C)ccc2N1Cc1ccc(F)cc1
→ .	-10	26
O=C(CCN(CCCN1CCOCC1)c1nc(-c2ccco2)nc2ccccc12)N1CCCC1
→ -7	-5	-5
COC(=O)c1ccccc1SCc1csc(Cc2ccc(C)cc2)n1
→ -4	-4	23
COc1ccc(CCN(Cc2cccs2)C(=O)CN(C(=O)Nc2ccc(F)c(Cl)c2)C(C)C)cc1OC
→ -6	-11	-2
Cn1nnc(NCc2cccc3ccccc23)n1
→ 5	-3	-4
CN(CC(=O)Nc1ccc2c(c1)OCCO2)C1CCCc2ccccc21 (stereo not given)
→ .	-15	6

# Further structures.
# Values run as follows: mcGAS inh	hcGAS lum	NPYLR7 agonist
COc1ccccc1C(=O)Nc1cccc(NC(=O)C2[C@@H]3[C@H]4CC[C@H](C4)[C@H]23)c1 (stereo not given in full)
→ -11	-4	-6
Cc1occc1-c1nnc(SCC(=O)Nc2cc(C(C)(C)C)no2)n1C
→ .	-2	6
Cc1cccc(C(=O)N2CCCC(OCc3ccc(OC(F)(F)F)cc3)C2)c1 (stereo not given)
→ -6	-9	-3
O=C1NCCN2CCN(Cc3cn[nH]c3C3CCCCC3)CC12 (stereo not given)
→ .	-7	6
Clc1ccc(Nc2nc3ccccc3n3cnnc23)cc1Cl
→ .	-7	7
CC(C)(CNCc1ccc(Cl)c2cccnc12)S(C)(=O)=O
→ -11	-6&-1	-23&7
Cc1cccc(COn2cccc(C(=O)Nc3cc(C)ccc3C)c2=O)c1
→ -7	-6	17
COc1cc(NC(=O)c2ccc(C)c(F)c2)c(C(=O)N2C(C)CCCC2C)cc1OC (stereo not given)
→ .	-9	5
CC(C)c1noc(C2CCCN2C(=O)c2coc3c2C(=O)CCC3)n1 (stereo not given)
→ .	-2	7
O=C1OC(c2cc(Cl)ccc2Cl)=N/C1=C\c1cccnc1
→ -5	-1	4
Cc1ccc(C)c(NC(=O)CSc2nc(N)c(NC(=O)c3ccco3)c(=O)[nH]2)c1
→ -4	-2	3
Cc1ccc(C)c(-n2cc(CNCCN3CCN(C)CC3)c(-c3ccccc3)n2)c1
→ .	-2	-6
Cc1ccc(-c2csc(NC(=O)c3c(C)noc3C)n2)s1
→ -6	-1	12
Cc1cc(NC(=O)CCc2cccc(F)c2)n(C)n1
→ .	-15	2
O=C(Nc1c2c(nn1-c1ccccc1)CSC2)c1ccc(N2C(=O)CCC2=O)cc1
→ -1	0	0

# More entries:
# Values run as follows: mcGAS inh	hcGAS lum	NPYLR7 agonist
Brc1cnn(-c2nn[nH]n2)c1
→ -3	1	-13
CCCSc1nc(-c2ccccc2)cc(-c2ccccc2OC)c1C#N
→ .	-3	-2
CN(Cc1nc(-c2ccncc2)no1)C(=O)c1cc2ccccc2s1
→ -10	-5	.
Cc1ccc(S(=O)(=O)N(CC(=O)c2ccccc2)C(=O)N2CCN(C)CC2)cc1
→ -10	-6	1
O=C(COc1ccccc1C(F)(F)F)NCc1ccc(OC(F)F)cc1
→ .	-6	7
CCOc1ccccc1C(=O)Nc1c(C)nc2sccn2c1=O
→ -8	-9	12
CCOC(=O)N1CCN(CC(=O)N2N=C(c3cc(C)ccc3C)CC2c2ccccc2F)CC1 (stereo not given)
→ -6	-7	18
CN1CCN(CC2(O)CCC3(CCN(C(=O)COCc4ccccc4)CC3)CC2)CC1
→ -4	-7	.
Cc1cc(=O)[nH]c(SCCOCCOc2cccc(C(F)(F)F)c2)n1
→ .	-10	0
CNc1cc(-c2ccccc2CO)ncn1
→ .	1	2
c1cncc(COC2CCN(Cc3cnc(C4CCCCC4)nc3)CC2)c1
→ .	-6	16
CCC(C(=O)Nc1ccc(-c2onc3c2CCc2ccccc2-3)cc1)c1ccccc1 (stereo not given)
→ -5	-2	3
COCCCn1c(O)c(C=Nc2ccc(O)cc2)c(C)c(C#N)c1=O
→ .	-5	5
CCC(C)N(C(=O)CSc1ccc2ccccc2n1)C1CCS(=O)(=O)C1 (stereo not given)
→ -7	-3	0
CC12CCC(CC1=NNS(=O)(=O)c1cc(Br)ccc1Br)C2(C)C (stereo not given)
→ .	-5	-8

# An excerpt of these results, field by field.
CCCC1(c2ccccc2)NC(=O)N(CC(=O)N2CCOCC2)C1=O (stereo not given)
  mcGAS inh: .
  hcGAS lum: 1
  NPYLR7 agonist: 1

CNc1cc(C)nc(N2C[C@@H](C)[C@](O)(C3CC3)C2)n1
  mcGAS inh: -1
  hcGAS lum: 7
  NPYLR7 agonist: .

Cc1n[nH]c(C)c1Sc1ccccc1-n1cnnc1
  mcGAS inh: .
  hcGAS lum: -4
  NPYLR7 agonist: 15

CCCn1ccnc1CN1CCCC2(C1)C(=O)N(C)c1ccccc12 (stereo not given)
  mcGAS inh: -16
  hcGAS lum: -5
  NPYLR7 agonist: 0

# Other records:
# Values run as follows: mcGAS inh	hcGAS lum	NPYLR7 agonist
COCCN(Cc1ccccn1)C(=O)/C=C/C1CCCCC1
→ .	-11	3
Cc1nc(SCc2ccc(C(=O)NCc3ccccn3)cc2)nc(N2CCOCC2)c1C
→ -1	-2	-3
CNC(=O)c1n[nH]c2c1CNCC2
→ -3	-8	-3
Fc1cccc(CCc2n[nH]c(CCc3ccccc3)n2)c1
→ -6	-4	22
CN1CCN(CC(=O)N2N=C(c3ccc(Br)cc3)CC2c2nc3ccccc3[nH]2)CC1 (stereo not given)
→ -3	1	8
Cc1noc(-c2ccc(C(C)(C)C)cc2)c1C(=O)NCCc1cccs1
→ -5	-9	5
CN(C)CC(C)(C)NC(=O)c1csc2nc(-c3cccc(F)c3)cn12
→ -13	-1	3
C=CCN(Cc1ccccc1C)C(=O)CCNS(C)(=O)=O
→ .	-5	-1
COc1ccc(C2NCCc3cc(OC)c(OC)cc32)cc1 (stereo not given)
→ -7	-6	-12
CN(Cc1ccccn1)C(=O)Nc1ccccc1F
→ -9	-18	0
CCOc1c(C)cnc2c1c(=O)n(CC(=O)N(C(C)C)C(C)C)c(=O)n2C
→ .	4	4
Cc1cccc2c(CC(=O)N3CCCC3CS(N)(=O)=O)c[nH]c12 (stereo not given)
→ .	-8	-1
COc1cccc(C(CN2CCN(C(=O)CCc3ccccc3)CC2)OCc2ccc(C#N)cc2)c1 (stereo not given)
→ -8	-11	2
Cc1ccc(CNC(=O)c2cc(N3CCOCC3)nc3ccccc23)o1
→ -8	-5	28
CCN(Cc1cccs1)C(=O)NCc1ccc(Cn2cncn2)cc1
→ .	3	0

# (list continues)
# Values run as follows: mcGAS inh	hcGAS lum	NPYLR7 agonist
CCN(CC)S(=O)(=O)c1ccc2c(c1)nc(SCCCC#N)n2Cc1ccco1
→ -7	-7	2
CCOc1cc(C2NC(=O)N(Cc3ccccc3)C(C)=C2C(=O)OCCOC)ccc1OC (stereo not given)
→ -7	-4	24
COc1cccc(NC(=O)N2CCCN(C(=O)CN3CCc4sccc4C3c3cccc(F)c3)CC2)c1 (stereo not given)
→ -6	-5	11
CSc1ncc(CN2CCCC(CO)(CCOc3ccccc3)C2)cn1 (stereo not given)
→ .	-7	4
CCCCCCC(=O)Nc1c(-c2ccccc2C)nc2cc(C)ccn12
→ -8	-6	-3
CCCN(CC1CC1)C(=O)c1ccc(N2C(=O)c3ccccc3C2=O)cc1
→ -1	7	2
Cc1cc(N)c(O)c(Br)c1
→ -5	-7	5
C=CCn1c(=NC(=O)c2ccc(S(C)(=O)=O)cc2)sc2cccc(F)c21
→ .	-9	6
CCC(NC(=O)CN(C)Cc1ccc2c(c1)OCCO2)c1ccc(Br)cc1 (stereo not given)
→ .	2	2
CC(C)CCNC(=O)C1CCCN(S(=O)(=O)c2ccc(F)cc2)C1 (stereo not given)
→ -5	-7	1
O=C(CSc1nccn1-c1cccc(Cl)c1)NC(=O)NC1CC1
→ .	-5	-6
CNC(=O)NC(=O)CNc1ccc(Cl)cc1F
→ -5	-18	18
O=C(Nc1cccc(-c2cccc(Cl)c2)c1)C1CCN(C(=O)c2ccoc2)CC1
→ .	-6	6
O=C(c1ccc2nsnc2c1)N1CCN(C2=NN=C(c3cccs3)CS2)CC1
→ .	-3	1
Cc1nc(SCC(=O)NC(C)(C)C)c(C#N)c(C)c1C
→ .	1	3

# Next part:
Structure	mcGAS inh	hcGAS lum	NPYLR7 agonist
CCc1nc(SCC(=O)N2CCC(c3cc(OC)ccc3OC)C2)n[nH]1 (stereo not given)	.	-4	2
CC(C)C(C(=O)O)N1C(=O)/C(=C/c2cccc(O)c2)SC1=S (stereo not given)	-2	-3	-6
COc1ccc(NC(=O)CNC(=O)CN(C(=O)c2ccc3c(c2)OCO3)C(C)C)cc1	-6	-3	.
COC(=O)c1ccc(OCC(O)Cn2c[n+](C)c3cc(C)c(C)cc32)cc1 (stereo not given)	.	-3	4
CCOC(=O)CN1CCN(c2cc(Cl)ccc2OC)C(=O)C1C (stereo not given)	-5	-3	-3
CCCNc1nc(SC)nc2c1cnn2CCNC(=O)c1cccc(F)c1	-5	1	.
CC1Cc2ccccc2N1CC(=O)NC(=O)NC1CC1 (stereo not given)	.	-7	3
CC(NC(=O)c1ccccc1OCc1ccc(Cl)cc1)C1CC2CCC1C2 (stereo not given)	.	-4	2
O=C(CN1CCc2sccc2C1c1cccc(F)c1)N1CCN(C(=O)c2ccccc2F)CC1 (stereo not given)	-6	-3	4
CCCC(O)CN(Cc1ccccc1)Cc1nc2sc(C)c(C)c2c(=O)[nH]1 (stereo not given)	-6	-3	14
CCC(C)C(C)NC(=O)N1CCN(C(C)c2cccnc2)CC1 (stereo not given)	-9	-13	7
CC(C)c1nc(C(C)Nc2ncc(S(N)(=O)=O)s2)cs1 (stereo not given)	.	-9	9
Cc1ccc(C)c(OCc2cc(C(=O)NCC3CCS(=O)(=O)C3)no2)c1 (stereo not given)	-12	-5	12
Cc1nn(CCC(=O)N2CC[C@@H]3CC[C@H](C2)N3C)c(C)c1C	-20	-5	0
CCCCn1c(N)c(N(CC)C(=O)c2sc(C)nc2C)c(=O)[nH]c1=O	.	-3	8
COc1cc(NC(=O)CN2CCC(C(=O)N3CCCCCC3)CC2)cc(OC)c1OC	-5	-4	-3
CCOC(=O)C1=C(C)NC2=C(C(=O)CCC2)C1c1ccccc1I (stereo not given)	-2	-3	1
Cc1cccc(C(=O)N2C(C(=O)O)COC23CCN(C(=O)c2cccs2)CC3)c1 (stereo not given)	1	0	-13
COc1ccc2cc(C3CN(CCC(=O)O)CCO3)ccc2c1 (stereo not given)	1	0	-8
CSc1cc2c(cc1NCC(=O)NC(C)c1ccco1)OCCO2 (stereo not given)	.	1	1

# Next section:
Structure	mcGAS inh	hcGAS lum	NPYLR7 agonist
COc1cccc(C(=O)N(CN2CCCC2=O)c2cc(C)on2)c1	-8	-10	-5
CCOC(=O)CNc1c(-c2ccc(O)c(OC)c2)nc2ccc(Br)cn12	.	-8	11
CC(C)c1ccc2nc(-c3ccnc(S(C)(=O)=O)c3)[nH]c(=O)c2c1	.	-6	4
C1=CC[C@H]2CN(Cc3cc4n(n3)CCNC4)C[C@H]2C1	.	1	10
CCOc1ccc(-c2ccc(=O)n(CCNS(=O)(=O)c3ccc(C)c(C)c3)n2)cc1	-2	-1	2
Cn1c(=O)n(C)c2cc(CNC(=O)c3ccc4oc(Cc5ccccc5)nc4c3)ccc21	-11	-8	-1
CCN(CC)C(=O)c1cc(S(=O)(=O)N(C)OC)ccc1Br	.	-7	9
CC1CSc2ccccc2N1CC(=O)N1CCC(C(=O)Nc2ccccc2)CC1 (stereo not given)	.	-6	9
O=S1(=O)CCC(=NNc2cc(C(F)(F)F)ccc2Cl)c2cc(F)ccc21	.	-13	2
COc1cccc(CSc2nnc(C(C)NC(=O)c3ccc4c(c3)OCO4)n2-c2cc(Cl)ccc2C)c1 (stereo not given)	-6	-7	17
Cc1cc(C)c2sc(N(CCCN3CCOCC3)C(=O)COc3ccccc3)nc2c1	-10	-9	-3
CN1CCN(C(c2cccs2)C2Sc3nc(-c4ccco4)nn3C2=O)CC1 (stereo not given)	-8	-7	0
COc1ccc(NC(=O)c2cn(-c3ncccc3-c3nc(C(C)C)no3)cn2)cc1	.	-4	-6
CC1(C)C2(C(=O)N3CCN(c4nccc(-c5cccc(C(F)(F)F)c5)n4)CC3)CC[C@@]1(C)C(=O)O2	-6	-7	19
CCN1CCN(c2c(CN(C(=O)C3CCCCC3)C3CC3)c(C)nn2-c2cccc(F)c2)CC1	-4	-5	-3
Cc1cccc(C(=O)Nc2sc3c(c2C(=O)Nc2ccc(Cl)cc2)CCC(C)C3)c1 (stereo not given)	-6	-2	2
